# Bioassay records as filed in PubChem BioAssay.
# CR mimetic SO – lowers age-related superoxide in aged yeast cells. S. cerevisiae aged cells, superoxide DHE fluorescence; hits give low values. superoxide response (% of plate mean), % at 10 µM. hit rate 0.18% among 330,000. AID 2690;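 active = superoxide response under a set limit, about three screen SD below normal, cut at about 65% in these data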;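 also: yeast aged for seven days with compound at 30 °C before DHE staining; 100% = average MFI of all compound-treated wells on the plate with controls excluded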
# MEP2 TOR yeast – alters MEP2-GFP fluorescence in TOR pathway yeast screen; S. cerevisiae MEP2-GFP strain, flow cytometry GFP, 3 h; 100% = DMSO control level; GFP response vs DMSO, % at 10 µM; hit rate 0.51% among 330,000; AID 2016;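 active = GFP response versus DMSO above a set limit, roughly screen mean plus 3 SD, cut at about 180% in these data; inconclusive = fewer than 70 cells counted for a yeast strain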;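 also: median GFP fluorescence of the barcode-gated MEP2-GFP cells per well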
# RPL19A-GFP yeast – yeast TOR pathway RPL19A-GFP modulation; S. cerevisiae RPL19A-GFP strain, flow cytometry, 3 h; hits give low values; percent response vs DMSO, % at 10 µM; hit rate 0.3% among 330,000; AID 2025;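 active = percent response vs DMSO below 50%; inconclusive = fewer than 70 events counted for the yeast strain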;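 also: median channel GFP fluorescence of the barcoded RPL19A-GFP strain; ratio of sample median GFP to plate DMSO average so 100% = DMSO; lower means less RPL19A-GFP as with rapamycin TOR inhibition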
# AGP1 TOR yeast – yeast TOR pathway AGP1-GFP modulation; S. cerevisiae AGP1-GFP multiplex flow cytometry, 3 h; GFP as percent of DMSO wells; AID 2066; GFP response vs DMSO, % at 10 µM; hit rate 0.02% among 320,000;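 active = GFP response relative to DMSO above a set limit, near screen average plus 3 SD, cut at about 150% in these data; inconclusive = fewer than 70 cells counted for the yeast strain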;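 also: median GFP channel fluorescence of the gated AGP1 strain per well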
# LAP4-GFP MLPCN – alters LAP4-GFP fluorescence in TOR pathway yeast screen; S. cerevisiae LAP4-GFP multiplex, flow cytometry GFP, 3 h; median GFP as percent of DMSO wells; GFP response vs DMSO, % at 10 µM; hit rate 0.34% among 320,000; AID 2023;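 active = GFP response vs DMSO above a set limit, about the screen mean plus 3 SD, cut at about 150% in these data; inconclusive = under 70 cell events counted for the yeast strain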
# VLA-4 inh – inhibition in a human VLA-4 binding assay | P13612 | VLA-4 expressing cells, ligand binding flow cytometry | inhibition, % (about 7 µM as worked out from the volumes in the protocol) | hit rate 0.2% among 330,000; in the data active = inhibition above about 50%
# GRK2 inh – inhibitors of human GRK2 displacing RNA aptamer; P25098; bead flow cytometry, FAM-aptamer displacement from GRK2; inhibition of aptamer binding, % at 10 µM; hit rate 0.59% among 330,000; AID 488847;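 active = inhibition of aptamer binding above 40%, roughly 3 SD of noise, on plates passing a quality check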;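 also: median bead fluorescence of bound FAM aptamer so fluorescent compounds give negative values; no value below 0 was filed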
# Target sequence (P25098 whole entry, looked up): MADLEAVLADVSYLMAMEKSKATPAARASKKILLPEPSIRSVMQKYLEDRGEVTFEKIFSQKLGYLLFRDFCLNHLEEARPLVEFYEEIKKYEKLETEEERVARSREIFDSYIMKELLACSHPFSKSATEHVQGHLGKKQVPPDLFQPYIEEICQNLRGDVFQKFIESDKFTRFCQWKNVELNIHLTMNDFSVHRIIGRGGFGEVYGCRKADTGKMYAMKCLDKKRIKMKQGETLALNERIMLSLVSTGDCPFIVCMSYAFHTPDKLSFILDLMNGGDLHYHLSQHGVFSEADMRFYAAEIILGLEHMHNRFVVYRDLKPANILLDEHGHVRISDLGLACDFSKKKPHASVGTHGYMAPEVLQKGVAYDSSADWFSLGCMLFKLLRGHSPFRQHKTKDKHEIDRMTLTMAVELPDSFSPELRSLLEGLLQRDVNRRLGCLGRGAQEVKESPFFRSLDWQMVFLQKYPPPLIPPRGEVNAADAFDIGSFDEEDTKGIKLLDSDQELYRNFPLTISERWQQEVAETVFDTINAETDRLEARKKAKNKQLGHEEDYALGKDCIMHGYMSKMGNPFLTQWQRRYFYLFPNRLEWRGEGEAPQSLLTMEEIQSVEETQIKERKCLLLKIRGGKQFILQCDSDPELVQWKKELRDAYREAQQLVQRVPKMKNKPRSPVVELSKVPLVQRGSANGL
# CIT2-GFP yeast – alters CIT2-GFP fluorescence in TOR pathway yeast screen; S. cerevisiae CIT2-GFP strain, flow cytometry, 3 h; 100 means same as DMSO wells; GFP response vs DMSO, % at 10 µM; hit rate 0.065% among 320,000; AID 2029;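 active = GFP response relative to DMSO above a set limit, near the screen mean plus 3 SD, cut at about 150% in these data; inconclusive = Fewer than 70 cells measured for a yeast strain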;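 also: ratio of well median GFP fluorescence to mean of DMSO wells on the plate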
# Active calls of the source: *; ? = inconclusive; nt = no result given.
entry	structure	CR mimetic SO	MEP2 TOR yeast	RPL19A-GFP yeast	AGP1 TOR yeast
1	CCOC(=O)[C@H]1[C@H]2COc3ccc(Cl)cc3[C@@H]2N2C(=O)CN(Cc3ccc(C)cc3)C(=O)[C@@]12C	86	91	95	92
2	CN1CCN(CCc2nc3cc(NC(=O)COc4ccccc4)ccc3n2C)CC1	90	104	99	96
3	COC(=O)c1[nH]c2ccccc2c1NC(=O)/C=C/c1ccc2c(c1)OCO2	92	100	100	96
4	CCOc1ccc(C(=O)N(Cc2ccccc2)c2cccc(C)c2)cc1OC	102	106	102	99
5	Cc1ccc(-c2noc(CCC(=O)N3CCCC3)n2)cc1	117	104	106	112
6	Cc1nc(-c2ccc(S(=O)(=O)N3CCN(c4ccccc4)CC3)cc2)co1	88	99	100	97
7	COc1ccc(OC)c(-c2nc3cc4ccccc4cc3nc2-c2ccccc2)c1	97	103	110	100
8	CC1CC(C)(C)NC(=S)N1CCCC(=O)Nc1ccc(Br)cc1 (stereo not drawn)	85	92	93	99
9	COCc1cc(C2C(C(=O)c3ccco3)=C(O)C(=O)N2CCOCCO)ccc1O (stereo not drawn)	108	98	100	104
10	COc1ccc([C@H]2[C@H](C(=O)C(C)(C)C)N3N=Cc4ccccc4C3C23C(=O)OC(C)(C)OC3=O)cc1 (stereo partly drawn)	92	99	107	104
11	O=C(CSc1nnc(-c2ccc3c(c2)OCO3)o1)Nc1ncc(C(F)(F)F)cc1Cl	103	102	111	101
12	C=CCn1c(=O)c2ccccc2n2c(=S)[nH]nc12	100	98	98	118
13	Cc1ccc(-n2nc(C)c(Sc3ccccc3[N+](=O)[O-])c2N)cc1	107	97	98	99
14	C/C(=N\NC(=O)Cc1cccn1C)c1cccs1	96	95	100	92
15	Cc1cc(C)c2ccc(C(=O)O)nc2c1O	101	95	96	99

entry	LAP4-GFP MLPCN	VLA-4 inh	GRK2 inh	CIT2-GFP yeast
1	90	7	3	98
2	98	-13	0	98
3	96	-8	3	90
4	100	5	25	102
5	107	18	1	94
6	91	-1	0	99
7	94	2	22	103
8	106	4	0	101
9	99	3	0	103
10	118	-15	3	97
11	101	5	26	109
12	108	40	98*	101
13	99	-6	2	96
14	83	16	0	93
15	nt	16	6	96

# The closing two records of the part before open the next one:
entry	structure	CR mimetic SO	MEP2 TOR yeast	RPL19A-GFP yeast	AGP1 TOR yeast
14	C/C(=N\NC(=O)Cc1cccn1C)c1cccs1	96	95	100	92
15	Cc1cc(C)c2ccc(C(=O)O)nc2c1O	101	95	96	99
16	COc1cc(CNC(C)C)c(Br)cc1OC1CCCC1	88	95	93	96
17	CC(NC(=O)c1cc(=O)[nH]c2ccccc12)c1ccc(F)cc1F (stereo not drawn)	92	107	98	98
18	CC1CCCC(NC(=O)CSC2CCCCC2)C1C (stereo not drawn)	107	95	100	102
19	CC(C)NC(=O)CN(CCc1ccccc1)S(C)(=O)=O	85	99	88	90
20	COc1ccc(-n2cnnc2SCC(=O)Nc2ccc(N3CCOCC3)cc2)cc1	96	99	95	95
21	O=C(NCC1CCCO1)C1CCCN(S(=O)(=O)c2ccc(Cl)cc2)C1 (stereo not drawn)	104	106	102	102
22	CCOc1ccc(/C=C2\SC(=S)N(NC(=O)c3ccncc3)C2=O)cc1OC	100	99	94	110
23	O=C(O)C1C2C=CC3(CN(CC(O)COc4ccccc4)C(=O)C13)O2 (stereo not drawn)	140	96	100	93
24	O=C(Cc1ccccc1)NNC(=S)NC(=O)c1cccnc1	97	103	98	102
25	Nc1scc[n+]1Cc1cccc2cccnc12	84	98	100	104
26	COc1cc2c(cc1OC)-c1cc(NCc3ccccn3)nc(=O)n1CC2	172	104	105	100
27	CC(C)NC(=O)C1(O)c2ccccc2NC(=O)N1c1ccc(Cl)c(Cl)c1 (stereo not drawn)	100	106	101	100
28	CCC(=O)Nc1cccc(C2=NOC3(C2)C[C@@H](C(N)=O)N(C(=O)CC(c2ccccc2)c2ccccc2)C3)c1 (stereo partly drawn)	94	91	101	91
29	C=C(C)c1cccc(C(C)(C)NC(=O)N2CCN(CC)CC2)c1	117	108	98	101
30	CCOC(=O)CSc1nnc(Cc2cc(=O)[nH]c(=O)[nH]2)n1-c1ccc(Cl)cc1	95	104	101	100

entry	LAP4-GFP MLPCN	VLA-4 inh	GRK2 inh	CIT2-GFP yeast
14	83	16	0	93
15	nt	16	6	96
16	95	-3	4	89
17	92	9	1	100
18	101	9	0	98
19	95	10	1	96
20	96	-19	3	97
21	103	8	5	105
22	108	18	3	101
23	100	6	0	104
24	108	-3	1	93
25	107	-4	1	108
26	94	-4	5	97
27	99	-1	1	97
28	110	-7	0	97
29	101	-3	0	104
30	98	29	2	99

# Going on with the list:
entry	structure	CR mimetic SO	MEP2 TOR yeast	RPL19A-GFP yeast	AGP1 TOR yeast
31	O=C(NN=Cc1ccc(N2CCOCC2)cc1)c1cc2ccccc2cc1O	97	92	92	93
32	Oc1ccc2ccccc2c1C1Nc2cccc3cccc(c23)N1	93	102	96	94
33	CC(SC1=NCCN1S(=O)(=O)c1ccccc1)c1ccccc1 (stereo not drawn)	104	99	103	107
34	CCCc1cc(-c2nc(-c3ccc(Cl)cc3)cs2)ccn1	106	107	96	72
35	CCOc1ccc(CCNC(=O)CN2C(=O)COc3ccc(S(=O)(=O)N4CCOCC4)cc32)cc1	95	107	101	103
36	O=C(NC1CCCCC1)C(c1cccs1)N(Cc1cccs1)C(=O)c1ccco1 (stereo not drawn)	111	93	91	88
37	Cc1ccc2c(c1)c1c3n2CC(=C2C(=O)OC(C)(C)OC2=O)NC3CCC1 (stereo not drawn)	87	98	92	89
38	NC(=O)c1cc(C(=O)Cc2ccccc2)c[nH]1	96	114	106	107
39	Cc1ccc(OCc2nnc(SCC(=O)CC(=O)Nc3ccccc3)o2)cc1	86	105	101	99
40	Cc1nn(-c2ccccc2)c(Cl)c1/C=C1\SC(=S)N(C)C1=O	104	98	100	95
41	COc1ccc(CN2CCCC(C(=O)Nc3cccc(-n4cccn4)c3)C2)cc1 (stereo not drawn)	86	119	113	111
42	CC(=O)Nc1ccc(-n2c(C)ccc2C)cc1	100	99	96	93
43	O=C(O)Cn1cnc2c(oc3ccccc32)c1=O	103	104	102	94
44	O=C1CN(C(=O)COC(=O)c2ccccc2Br)c2ccccc2N1	109	109	104	105
45	O=[N+]([O-])c1ccccc1S(=O)(=O)N1CCN(Cc2ccccc2)CC1	104	97	102	98

entry	LAP4-GFP MLPCN	VLA-4 inh	GRK2 inh	CIT2-GFP yeast
31	92	-8	0	94
32	96	-10	2	nt
33	111	12	3	101
34	108	-6	0	66
35	98	-5	0	104
36	94	-30	1	87
37	126	-10	0	79
38	97	4	2	107
39	100	-1	0	99
40	104	0	2	90
41	107	16	0	109
42	103	0	1	95
43	91	1	14	101
44	105	2	4	112
45	81	13	0	103

# (list continues)
entry	structure	CR mimetic SO	MEP2 TOR yeast	RPL19A-GFP yeast	AGP1 TOR yeast
46	Cc1csc(N/N=C/c2ccccn2)n1	95	103	98	95
47	Cc1nc(NC(=S)NC(=O)c2ccco2)sc1C(=O)N(C)C	99	86	99	91
48	O=C(c1ccc(S(=O)(=O)NCC2CCCO2)cc1)N1CCc2ccccc21 (stereo not drawn)	96	98	90	87
49	COc1ccc2nc(SCc3nc(N)nc(Nc4ccccc4)n3)[nH]c2c1	107	108	107	111
50	CC(/C=N/NC(=O)c1cccnc1)=C\c1ccco1	104	106	104	98
51	O=C(Nc1ccc2c(c1)CCC2)c1cnccn1	108	107	102	100
52	[O-]/C(=C(\C(=S)Nc1ccc(SC(F)F)cc1)[n+]1cccc(CO)c1)c1ccc(Cl)s1	100	98	98	93
53	O=S(=O)(Nc1nccs1)c1ccc(Cl)cc1	88	102	112	111
54	Cc1cc(Cn2nc(C(=O)NCc3cccs3)cc2-c2ccccc2)on1	94	104	98	99
55	O=C1C2C3C=CC(CC3)C2C(=O)N1c1cccc(Br)c1 (stereo not drawn)	103	102	100	94
56	Cc1ccc(S(=O)(=O)NCc2ccc(C(=O)NC3CC3)cc2)cc1	100	106	105	113
57	O=C(O)CSCC(=O)NCc1cccc(C(F)(F)F)c1	91	99	106	101
58	CCN(C(=O)CN1CCN(c2ccccc2F)CC1)c1c(N)n(Cc2ccccc2)c(=O)[nH]c1=O	91	95	92	96
59	CC(C)CCN1C(=O)c2ccc(C(=O)Nc3cc(C(=O)O)cc(C(=O)O)c3)cc2C1=O	102	102	100	101
60	O=[N+]([O-])c1ccc(Oc2c(F)c(F)nc(N3CCCC3)c2F)cc1	89	103	94	98

entry	LAP4-GFP MLPCN	VLA-4 inh	GRK2 inh	CIT2-GFP yeast
46	98	9	2	94
47	84	-7	1	92
48	91	-7	0	88
49	121	15	1	113
50	102	10	0	100
51	109	-28	1	107
52	90	8	0	90
53	107	-1	3	111
54	94	-5	4	98
55	98	3	1	98
56	107	-19	0	110
57	93	-3	0	101
58	87	-3	0	95
59	99	-6	2	99
60	99	-1	2	103

# Values by screen from the list:
# Compounds 51–58 in RPL19A-GFP yeast read 102, 98, 112, 98, 100, 105, 106, 92
# Compounds 51–58 in AGP1 TOR yeast read 100, 93, 111, 99, 94, 113, 101, 96
# Compounds 51–58 in CR mimetic SO read 108, 100, 88, 94, 103, 100, 91, 91

# Following part
entry	structure	CR mimetic SO	MEP2 TOR yeast	RPL19A-GFP yeast	AGP1 TOR yeast
61	OCC[C@H]1C[C@@H](O)[C@H](O)[C@@]2(CCc3ccccc3CO2)O1	90	?	92	80
62	C[C@H](CO)N1C[C@H](C)[C@@H](CN(C)C(=O)NC2CCCCC2)Oc2ccc(NS(=O)(=O)c3cccs3)cc2C1=O	98	95	95	96
63	COc1ccc(CNC(=O)Cc2ccc(NC(=O)C3=C(C)OCCS3)cc2)cc1	121	105	99	104
64	CCN(CC)c1ccc(NC(=O)C2=CCN(S(=O)(=O)c3ccc(F)cc3)CC2)c(C)c1	104	100	103	107
65	COc1ccccc1NC(=O)COc1ccc(C(=O)NCc2ccccc2)cc1OC	110	95	94	94
66	Cc1ccc(/C=C2\Oc3c(ccc(O)c3CN3CCN(CCO)CC3)C2=O)cc1	120	118	111	111
67	COC(=O)[C@@H]1C[C@@H]2CC[C@@H](O)C[C@@H]2N1Cc1ccc(C(F)(F)F)cc1	104	93	97	96
68	CCN(CC)CCOc1ccc(Br)cc1	84	106	101	105

entry	LAP4-GFP MLPCN	VLA-4 inh	GRK2 inh	CIT2-GFP yeast
61	111	-11	3	77
62	97	-15	0	100
63	101	-6	4	103
64	97	-13	0	109
65	99	-13	5	95
66	107	3	0	106
67	97	17	0	94
68	97	9	0	103

# Part of the list above, screen by screen.
65. COc1ccccc1NC(=O)COc1ccc(C(=O)NCc2ccccc2)cc1OC
66. Cc1ccc(/C=C2\Oc3c(ccc(O)c3CN3CCN(CCO)CC3)C2=O)cc1

Screen / compound no. | 65 | 66
CR mimetic SO | 110 | 120
MEP2 TOR yeast | 95 | 118
RPL19A-GFP yeast | 94 | 111
AGP1 TOR yeast | 94 | 111
LAP4-GFP MLPCN | 99 | 107
VLA-4 inh | -13 | 3
GRK2 inh | 5 | 0
CIT2-GFP yeast | 95 | 106
